Bioassay records: PubChem BioAssay, National Center for Advancing Translational Sciences (NCATS)
Pin1 inhibitor – human Pin1 inhibition; Pin1 FP peptide displacement, HiFluor488, 10 min; Potency, µM (titrated, usually from 115 µM), inactives show top-dose activity, negative = inhibition, usual class: inhibitors; 390,000 tested, 0.009% active; active = well fitted inhibition curve with a large enough effect in the polarisation, with a control signal flat, not every such curve was filed as active; inconclusive = small, poorly fitted or top-dose-only effect, or effect the other way, or a change in a side signal; inactive = no such curve, though single readings can be large or run the other way; the % refers to the polarisation; also: potency is read from the fitted curve at half-maximal effect; % is scaled to controls: 0 for no effect and ±100 for the full control effect
Target sequence (Q13526 whole entry, looked up): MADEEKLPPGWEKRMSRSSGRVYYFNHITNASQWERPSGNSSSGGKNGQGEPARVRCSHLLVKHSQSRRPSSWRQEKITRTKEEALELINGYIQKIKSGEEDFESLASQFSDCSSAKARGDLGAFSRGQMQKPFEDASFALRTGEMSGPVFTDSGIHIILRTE
D2 antag – antagonists of human D2 dopamine receptor; P14416; HEK293 TREx D2 cells, calcium flux, dopamine EC80; inhibition, % at 10 µM; 340,000 tested, 2% active; in the data active = inhibition above about 30%; also: 0% is about no effect
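Cells plated overnight at 30 C with tetracycline; no-wash calcium dye, 30–90 min RT; 10 s baseline; compound pinned; 180 s read; EC80 dopamine added; another 180 s read.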
IDH1 R132H inh – human IDH1 R132H inhibition; Potency, µM (series often up to 76.6 µM), for the others: top-dose activity change, negative = inhibition, hits mostly inhibitors; O75874; IDH1-R132H enzyme, NADPH consumption, diaphorase/resazurin fluorescence; 390,000 tested, 0.093% active; also: potency is read from the fitted curve at half-maximal effect; % is scaled to controls: 0 for no effect and ±100 for the full control effect; nearly all actives have a fitted effect of over 65% in size
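IDH1-R132H (0.5 ug/mL dispensed) in pH 7.5 Tris buffer was preincubated 30 min with compound, then given a substrate mix of 0.016 mM NADPH and 2 mM alpha-KG for 80 min at room temperature; remaining NADPH was read by diaphorase/resazurin fluorescence.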
D2 agonist – agonists of human D2 dopamine receptor; P14416; HEK293 T-REx D2 cells, calcium flux agonist mode; activation, % at 2 µM; AID 485358; 340,000 tested, 0.53% active;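 active = activation over 3 SD above normal in the single-dose calcium agonist read, cut at about 30% in these data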; also: 0% is about no effect
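In this primary screen, compounds producing a positive calcium signal within 180 s of addition to tetracycline-induced, force-coupled HEK293 Trex D2 cells are flagged; cells are dye-loaded with a no-wash calcium kit beforehand.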
TRHR agonist – TRH receptor (human) agonism; AID 493084; P34981; TRHR cells, calcium flux fluo-8, FDSS agonist mode; 360,000 tested, 0.18% active; activation, % at 2 µM; in the data active = activation above about 30%; also: 0% is about no effect
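TRHR-expressing cells loaded with fluo-8 calcium dye; 23 nL library compound pin-transferred, kinetic FDSS fluorescence (Ex 480/Em 530) recorded about 180 s for agonist-induced calcium release, before a 10 nM TRH EC20 addition for potentiator mode.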
TrxR1 substrate – is turned over as a substrate by rat TrxR1; purified TrxR1 substrate turnover, NADPH consumption readout; Potency, µM (titrated, usually from 114 µM), inactives show at the highest dose activity change, negative = substrate turnover; 390,000 tested, 0.01% active; AID 588456; also: potency is read from the fitted curve at half-maximal effect; % is scaled to controls: 0 for no effect and ±100 for the full control effect; nearly all actives have a fitted effect of over 50% in size
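Rat TrxR1, dispensed at 90 nM, was prereduced with 400 uM NADPH (final) for 5 min at ~22 deg C, then incubated with compound 15 min before 400 uM selenite. A first-read NADPH fluorescence drop versus no-compound background flagged substrates.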
TRHR enhancer – allosterically enhances the human TRH receptor; TRHR cells, fluo-8 calcium fluorescence, EC20 TRH enhancement; 360,000 tested, 0.66% active; P34981; AID 493056; enhancement, % at 2 µM; in the data active = enhancement above about 30%; also: 0% is about no effect
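TRHR-expressing cells loaded with fluo-8 calcium dye were read kinetically (ex 480/em 530) during compound addition, then stimulated with an EC20 of TRH (10 nM final). Enhancement of the Gq-mediated intracellular calcium response was scored.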
rTrxR1 inhibitor – inhibitors of rat thioredoxin reductase 1. O89049. recombinant rTrxR1, NADPH fluorescence consumption, selenite substrate. Potency, µM (series often up to 114 µM), for inactives: at the highest dose activity change, negative = inhibition, most hits filed as inhibitors. 390,000 tested, 1% active; also: potency is read from the fitted curve at half-maximal effect; % is scaled to controls: 0 for no effect and ±100 for the full control effect; nearly all actives have a fitted effect of over 65% in size
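Rat TrxR1 (90 nM in the dispensed reagent) was pre-reduced with 400 uM NADPH for 5 min at room temperature, then incubated with compound for 15 min. After 400 uM selenite was added, NADPH fluorescence (Ex 340/Em 450 nm) was followed for 8 min.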
USP1-UAF1 inh – USP1/UAF1 (human) deubiquitinase inhibition. O94782. recombinant USP1/UAF1, Ub-Rhodamine cleavage fluorescence. Potency, µM (titrated, usually from 57.1 µM), for inactives: top-dose activity change, negative = inhibition, actives largely listed as inhibitors. 390,000 tested, 0.23% active; also: potency is read from the fitted curve at half-maximal effect; % is scaled to controls: 0 for no effect and ±100 for the full control effect; nearly all actives have a fitted effect of over 60% in size; inactives centre near -12
Target sequence (O94782 whole entry, looked up): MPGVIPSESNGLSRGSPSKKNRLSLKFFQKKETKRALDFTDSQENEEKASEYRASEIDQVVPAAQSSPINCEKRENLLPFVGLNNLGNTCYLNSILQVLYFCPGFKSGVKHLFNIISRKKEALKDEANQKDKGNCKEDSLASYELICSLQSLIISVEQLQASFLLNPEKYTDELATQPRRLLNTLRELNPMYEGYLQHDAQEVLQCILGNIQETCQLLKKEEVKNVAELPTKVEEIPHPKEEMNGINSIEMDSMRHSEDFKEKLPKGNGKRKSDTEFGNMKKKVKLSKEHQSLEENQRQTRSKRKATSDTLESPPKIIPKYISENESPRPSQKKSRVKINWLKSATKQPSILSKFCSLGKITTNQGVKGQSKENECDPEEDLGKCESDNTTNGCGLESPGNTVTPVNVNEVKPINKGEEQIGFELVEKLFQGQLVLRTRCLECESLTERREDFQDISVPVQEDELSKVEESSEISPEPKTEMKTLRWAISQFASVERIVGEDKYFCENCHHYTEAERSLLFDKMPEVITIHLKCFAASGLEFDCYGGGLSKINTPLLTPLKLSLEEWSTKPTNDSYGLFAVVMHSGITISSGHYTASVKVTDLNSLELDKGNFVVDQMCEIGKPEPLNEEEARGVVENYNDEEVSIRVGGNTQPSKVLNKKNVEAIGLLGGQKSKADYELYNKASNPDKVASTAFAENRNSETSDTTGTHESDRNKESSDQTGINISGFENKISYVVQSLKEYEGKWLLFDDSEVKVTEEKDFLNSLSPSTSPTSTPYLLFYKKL
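High-throughput fluorogenic screen: 1nM USP1/UAF1 complex, Ub-Rho substrate 150nM final, 50mM HEPES pH 7.8 with 0.5mM EDTA, 0.1 mg/ml BSA, 1mM TCEP and 0.01% Tween-20.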
* = called active by the depositor; ? = inconclusive; / = no result given; & = joins results of further samples; [ ] = dose if it differs, or a comment. Unless noted, calls follow the shape of the dose curve; as a rule, active = well fitted inhibition curve with a large enough effect; inconclusive = small, poorly fitted or top-dose-only effect; inactive = no such curve, though single readings can be large or run the other way. Not all compounds are listed; rates above refer to the full screens.

item | SMILES | Pin1 inhibitor | D2 antag | IDH1 R132H inh | D2 agonist | TRHR agonist | TrxR1 substrate | TRHR enhancer | rTrxR1 inhibitor | USP1-UAF1 inh
1 | COc1cc2c(cc1OC)CN(CC(=O)Nc1ccc3c(c1)OCO3)CC2 | 0% | 12 | 2% | 0.4 | -0.6 | 6%[57.1 µM] | -6 | 4%[57.1 µM] | -1%
2 | Cc1ccccc1OC(=O)C1C(c2ccccc2)C(C(=O)O)C1c1ccccc1 (centres undefined) | -6% | 3 | 10% | 0.1 | -1.0 | -8% | 1 | -11% | -2%
3 | CCOC(=O)N1CCc2c(sc(NCc3ccc(OCC)cc3)c2C(=O)Nc2ccc(OC)cc2OC)C1 | -3% | / | / | -0.3 | 0.1 | -19%[57.1 µM] | -4 | ? | -24%
4 | Cn1c(=O)c2ncn(CC(=O)N=Nc3c(O)[nH]c4ccccc34)c2n(C)c1=O | / | 0 | / | 0.3 | 0.2 | / | 1 | / | /
5 | Cc1ccc(-n2nc(C)c3c2NC2=C(C(=O)CC(C)(C)C2)C3c2ccccc2OCC(=O)O)cc1 (centres undefined) | -5% | 10 | 1% | -2.8 | -1.2 | 35%[activator][57.1 µM] | -1 | 0%[57.1 µM] | -4%
6 | COc1ccc(CCNC(=O)c2cc(=O)n(C)c(=O)n2C)cc1OC | 1% | -8 | 12% | 0.2 | 0.9 | -4%[57.1 µM] | 1 | 13%[57.1 µM] | -14%
7 | CC(=O)NCCc1ccc(S(=O)(=O)N2CCOCC2)cc1 | -8% | 25 | 3% | -0.2 | 0.6 | 10%[57.1 µM] | 0 | 10%[57.1 µM] | -12%
8 | O=C(CCN1CCOCC1)c1ccc(Cl)cc1 | -6% | 0 | 0% | 1.0 | 0.8 | -4%[57.1 µM] | -1 | ? | -31%
9 | CCOC(=O)Cc1csc(Nc2c(C)n(C)n(-c3ccccc3)c2=O)n1 | 0% | / | 2% | / | 0.1 | 2% | 5 | 16% | -19%
10 | COc1cc2c(cc1OC)C(C1C(=O)CCCC1=O)N(C(=O)CCl)CC2 (centres undefined) | -4% | -6 | -3% | 0.9 | 0.0 | 23% | 3 | -6% | -14%
11 | CN(C(=O)c1cccc(NC(=O)Cc2ccc(NC(=O)C3CCCN(S(=O)(=O)c4cccc([N+](=O)[O-])c4)C3)cc2)c1)C1CCC1 (centres undefined) | 20% | / | 21% | / | / | -10% | / | -15% | -29%
12 | CSc1ccccc1-n1nnnc1SCC(=O)Nc1cc(C)ccc1C | 4% | -2 | -1% | 0.1 | 0.2 | -3% | -3 | 7% | -18%
13 | COC(=O)c1cn(Cc2ccccn2)c(=O)c2ccccc12 | 9% | -8 | 0% | -0.2 | 0.2 | 3% | -1 | 8% | -22%
14 | COc1cccc(NC(=O)c2ocnc2C)c1 | -8% | -20 | 3% | 1.4 | 0.1 | -15% | 3 | -16% | -4%
15 | C=C(C)CNC(=S)N/N=C/C1=CCC2CC1C2(C)C (centres undefined) | -2% | -5 | 3% | -2.0 | -1.8 | -4% | 5 | -4% | -24%
16 | Cc1ccccc1Oc1nc2ccccn2c(=O)c1/C=C(\C#N)C(=O)Nc1c(C)n(C)n(-c2ccccc2)c1=O | 0% | -15 | 1% | 0.2 | -0.4 | -6% | 8 | -17% | -21%
17 | O=C(COc1ccc(C(=S)N2CCOCC2)cc1)Nc1ccccc1C(F)(F)F | -2% | 6 | 6% | -1.2 | -0.1 | 1%[57.1 µM] | -5 | 15%[57.1 µM] | -2%
18 | Cc1ccccc1-c1noc(CCC(=O)NCCc2ccccc2)n1 | -4% | 2 | -1% | -1.9 | -0.5 | -1% | -5 | 17% | -22%
19 | Cc1ccc(OCCC(=O)Nc2ccc(S(=O)(=O)Nc3nccs3)cc2)cc1 | ? | 24 | 13% | -0.2 | -0.2 | 8% | -10 | 27% | -7%
20 | O=C1CCc2cc(S(=O)(=O)NC(C(=O)Nc3ccc(F)cc3)c3ccccc3)ccc2N1 (centres undefined) | 0% | / | -13% | 0.4 | -0.1 | 3% | -1 | 21% | -22%
21 | O=C(CCCSc1nc2ccccc2s1)Nc1nccs1 | 3% | 17 | 1% | -2.3 | -1.8 | -5% | -4 | 0% | -12%
22 | COc1ccccc1N(CC(=O)NCCSCc1ccc(Cl)cc1)S(C)(=O)=O | 2%&1% | 1 | 0%&-2% | -3.2&-0.1 | -0.4&-0.8 | -4% | 3&-6 | 3% | ?
23 | COc1ccccc1CN1CC(C(=O)NCc2cccc(C)n2)CCC1=O (centres undefined) | -4% | -1 | -2% | -0.5 | 0.4 | -5% | 4 | 4% | -12%
24 | COc1cc2c(c(OC)c1)C(c1cccc(F)c1F)CC(=O)N2 (centres undefined) | 3% | / | 2% | -0.6 | -0.8 | -6% | 7 | -4% | ?
25 | CC1CCCCN1C(=O)COc1ccc(F)cc1 (centres undefined) | -3% | -37 | -8% | 0.8 | 0.6 | 5% | 2 | 17% | -19%
26 | CCSc1nc2ccccc2n1C(=O)c1ccc(S(=O)(=O)N2CCCCC2)cc1 | -8% | -20 | 10% | -0.3 | 0.2 | 7% | 5 | 18% | -22%
27 | O=P(C(=NCCO)NO)(N1CCOCC1)N1CCOCC1 | 1% | -4 | 0% | 0.7 | 0.5 | -1% | 4 | 6% | -16%
28 | Cc1ccc(S(=O)(=O)N2CCCCC2)cc1NC(=O)Cn1ncc(Cl)c(Cl)c1=O | ? | / | 14% | / | / | 9% | / | 50µM* | -9%
29 | CCN1CCN(C(=O)Cn2c(=O)sc3ccccc32)CC1 | -1% | / | 3% | / | 0.4 | 6% | 1 | 18% | -16%
30 | COc1ccc(-n2c(=O)/c(=C\c3cccs3)s/c2=C(/C#N)C(=O)NCCN2CCOCC2)cc1 | 14% | -4 | -2% | -0.5 | 0.1 | 6%[57.1 µM] | -2 | 16%[57.1 µM] | -12%
31 | O=C(Nc1ccc2c(c1)OCCO2)C1CCCN(S(=O)(=O)Cc2ccccc2)C1 (centres undefined) | -1% | 20 | 3% | 0.4 | 0.0 | 12%[57.1 µM] | -4 | 26%[57.1 µM] | -12%
32 | COc1cc2c(cc1OC)C(c1ccccc1)N(S(C)(=O)=O)CC2 (centres undefined) | -6% | -6 | 5% | -0.1 | -3.6 | 3% | -9 | 24% | -18%
33 | CCOC(=O)c1c[nH]c2c(C)ccc(Cl)c2c1=O | -3% | 7 | 0% | 4.1 | 0.0 | 4%[57.1 µM] | -3 | 22%[57.1 µM] | -14%
34 | CCC(C)(C)NC(=O)C(c1ccccn1)N(C(=O)c1csnn1)c1ccc(C)c(C)c1 (centres undefined) | 7% | 12 | 3% | -0.3 | 3.2 | -12% | 7 | -17% | 2%
35 | CC(=O)c1c(C)oc2c1cc(NS(=O)(=O)c1c(C)cc(C)cc1C)c1ccccc12 | 5% | / | 3% | 0.2 | 0.2 | 6%[57.1 µM] | -2 | 10%[57.1 µM] | -25%
36 | O=C(NCCOc1ccccc1F)C1CCC(=O)N(CCc2cccc(F)c2)C1 (centres undefined) | 1% | -8 | -3% | 0.6 | -0.8 | -2% | 0 | 6% | -4%
37 | CCOC(=O)N1CCN(CC(=O)c2ccc(O)c(C)c2O)CC1 | -2% | -1 | -14% | -0.2 | 1.2 | -3% | 4 | 21% | -14%
38 | CCn1c(SCC(=O)N(C)C2CCS(=O)(=O)C2)nnc1-c1cccs1 (centres undefined) | -5% | -12 | 0% | 0.6 | 0.4 | 5%[57.1 µM] | 3 | 14%[11.4 µM] | -24%
39 | O=S(=O)(Nc1cccc(S(=O)(=O)N2CCOCC2)c1)c1ccc(Cl)s1 | 6% | 3 | -10% | 0.3 | 0.8 | -3%[57.1 µM] | 6 | -2%[57.1 µM] | -3%
40 | COC(=O)c1sccc1NC(=O)/C=C/c1ccc(Cl)cc1 | 0% | -3 | 2% | -0.5 | -1.0 | 19% | 3 | -6% | -10%
41 | CCOC(=O)C1CCN(c2ccccc2CN2CCN(c3ccccc3OCC)CC2)CC1 | 2% | 61* | 11% | 0.0 | -0.8 | 1% | -4 | 7% | -24%
42 | CCN1CCN(c2ccc(S(=O)(=O)N3CCCCC3)cc2NC(=O)Cc2ccccc2F)CC1 | 1% | -12 | 0% | 0.3 | 0.6 | -8% | 2 | -4% | -3%
43 | Cc1ccc(Cl)cc1N1CCN(C(=O)c2cc3c(=O)n(C)c4ccccc4c3n2C)CC1 | 2% | 1 | -1% | -1.0 | 2.3 | 7% | -2 | -6%[57.1 µM] | -17%

A draw from above in order of heavy-atom count, lowest first:
item | SMILES | Pin1 inhibitor | D2 antag | IDH1 R132H inh | D2 agonist | TRHR agonist | TrxR1 substrate | TRHR enhancer | rTrxR1 inhibitor | USP1-UAF1 inh
40 | COC(=O)c1sccc1NC(=O)/C=C/c1ccc(Cl)cc1 | 0% | -3 | 2% | -0.5 | -1.0 | 19% | 3 | -6% | -10%
37 | CCOC(=O)N1CCN(CC(=O)c2ccc(O)c(C)c2O)CC1 | -2% | -1 | -14% | -0.2 | 1.2 | -3% | 4 | 21% | -14%
38 | CCn1c(SCC(=O)N(C)C2CCS(=O)(=O)C2)nnc1-c1cccs1 (centres undefined) | -5% | -12 | 0% | 0.6 | 0.4 | 5%[57.1 µM] | 3 | 14%[11.4 µM] | -24%
36 | O=C(NCCOc1ccccc1F)C1CCC(=O)N(CCc2cccc(F)c2)C1 (centres undefined) | 1% | -8 | -3% | 0.6 | -0.8 | -2% | 0 | 6% | -4%
35 | CC(=O)c1c(C)oc2c1cc(NS(=O)(=O)c1c(C)cc(C)cc1C)c1ccccc12 | 5% | / | 3% | 0.2 | 0.2 | 6%[57.1 µM] | -2 | 10%[57.1 µM] | -25%
